Assay outcomes deposited in PubChem by several laboratories.
NCOA3 inh – inhibitors of human steroid receptor coactivator 3 (SRC3) | Q9Y6Q9 | HEK293 GAL4-SRC3 luciferase reporter, luminescence | inhibition, % at 3.6 µM | 360,000 tested, 0.17% active | AID 588352;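 active = inhibition above a per-campaign cutoff, the mean of all compounds plus 3 SD, cut at about 60% in these data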;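 also: 0% = DMSO-treated cells and 100% = gossypol-treated cells at 36 µM; higher means less SRC3-driven luciferase light from the GAL4 reporter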
NR5A2 inv ag – inverse agonists of human LRH-1 (NR5A2); AID 602396; 360,000 tested, 0.13% active; HEK293T StAR-luciferase reporter, LRH-1 transfected, 24 h; inhibition, % at 3.6 µM;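 active = inhibition above the mean inhibition of all tested compounds plus 3 SD, cut at about 73% in these data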;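 also: 0% = DMSO wells and 100% = reporter-only cells lacking LRH-1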
C8 TRAIL sens – caspase-8 TRAIL sensitization. NB7+C8 cells + TRAIL, ATPlite viability luminescence. inhibition (viability loss, TRAIL sensitization), % at 10 µM. 360,000 tested, 1% active. AID 624354;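 active = compounds causing at least 50% loss of cell viability in the single-dose screen, relative to plate controls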
TROY NFkB inh – inhibitors of TROY-dependent NF-kB signaling; Q293 LMP1-TROYcd NF-kB luciferase reporter, 4 h; inhibition, % at 10 µM; 360,000 tested, 0.98% active;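 active = compounds whose plate-normalised and pattern-corrected inhibition of the luciferase reporter signal at the single screening dose is 50% or more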
NCOA2 inhibitor – human SRC2 (NCOA2) inhibition; Q15596; HEK293 GAL4-SRC2 luciferase reporter, luminescence; inhibition, % at 9 µM; 370,000 tested, 0.17% active; AID 651957;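 active = inhibition above the mean inhibition of all tested compounds plus 3 SD, set per campaign, cut at about 52% in these data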;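 also: 0% = DMSO treated cells and 100% = cells given Gossypol at 36 µM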
TWEAK-Fn14 inh – TWEAK-Fn14 signaling inhibition. TWEAK-stimulated Fn14 reporter cells, luciferase luminescence, 8 h. inhibition, % at 10 µM. 360,000 tested, 2% active; in the data active = inhibition above about 50%
CF NFkB block – inhibitors of cystic fibrosis induced NF-kB; 360,000 tested, 0.86% active; inhibition, % at 5 µM; KKLEB NF-kB-GFP reporter, PAF-induced, GFP fluorescence overnight; AID 588850;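 active = at least 50% inhibition at 5 µM, scaled per plate between neutral and stimulator controls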;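 also: PAF is a Pseudomonas aeruginosa culture filtrate used as stimulus; plate controls were PAF-stimulated DMSO wells for no effect and unstimulated DMSO wells for full effect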
NCOA1 inh – human NCOA1 inhibition | Q15788 | HEK293 GAL4-SRC1 luciferase reporter, luminescence | inhibition, % at 3.6 µM | 360,000 tested, 0.12% active | AID 588354;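 active = inhibition above the campaign mean plus 3 SD, with each screening campaign given its own cutoff, cut at about 60% in these data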;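 also: 0% = DMSO treated cells and 100% = gossypol at 36 µM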
Target sequence (Q15788 whole entry, looked up, the tested form may be a part): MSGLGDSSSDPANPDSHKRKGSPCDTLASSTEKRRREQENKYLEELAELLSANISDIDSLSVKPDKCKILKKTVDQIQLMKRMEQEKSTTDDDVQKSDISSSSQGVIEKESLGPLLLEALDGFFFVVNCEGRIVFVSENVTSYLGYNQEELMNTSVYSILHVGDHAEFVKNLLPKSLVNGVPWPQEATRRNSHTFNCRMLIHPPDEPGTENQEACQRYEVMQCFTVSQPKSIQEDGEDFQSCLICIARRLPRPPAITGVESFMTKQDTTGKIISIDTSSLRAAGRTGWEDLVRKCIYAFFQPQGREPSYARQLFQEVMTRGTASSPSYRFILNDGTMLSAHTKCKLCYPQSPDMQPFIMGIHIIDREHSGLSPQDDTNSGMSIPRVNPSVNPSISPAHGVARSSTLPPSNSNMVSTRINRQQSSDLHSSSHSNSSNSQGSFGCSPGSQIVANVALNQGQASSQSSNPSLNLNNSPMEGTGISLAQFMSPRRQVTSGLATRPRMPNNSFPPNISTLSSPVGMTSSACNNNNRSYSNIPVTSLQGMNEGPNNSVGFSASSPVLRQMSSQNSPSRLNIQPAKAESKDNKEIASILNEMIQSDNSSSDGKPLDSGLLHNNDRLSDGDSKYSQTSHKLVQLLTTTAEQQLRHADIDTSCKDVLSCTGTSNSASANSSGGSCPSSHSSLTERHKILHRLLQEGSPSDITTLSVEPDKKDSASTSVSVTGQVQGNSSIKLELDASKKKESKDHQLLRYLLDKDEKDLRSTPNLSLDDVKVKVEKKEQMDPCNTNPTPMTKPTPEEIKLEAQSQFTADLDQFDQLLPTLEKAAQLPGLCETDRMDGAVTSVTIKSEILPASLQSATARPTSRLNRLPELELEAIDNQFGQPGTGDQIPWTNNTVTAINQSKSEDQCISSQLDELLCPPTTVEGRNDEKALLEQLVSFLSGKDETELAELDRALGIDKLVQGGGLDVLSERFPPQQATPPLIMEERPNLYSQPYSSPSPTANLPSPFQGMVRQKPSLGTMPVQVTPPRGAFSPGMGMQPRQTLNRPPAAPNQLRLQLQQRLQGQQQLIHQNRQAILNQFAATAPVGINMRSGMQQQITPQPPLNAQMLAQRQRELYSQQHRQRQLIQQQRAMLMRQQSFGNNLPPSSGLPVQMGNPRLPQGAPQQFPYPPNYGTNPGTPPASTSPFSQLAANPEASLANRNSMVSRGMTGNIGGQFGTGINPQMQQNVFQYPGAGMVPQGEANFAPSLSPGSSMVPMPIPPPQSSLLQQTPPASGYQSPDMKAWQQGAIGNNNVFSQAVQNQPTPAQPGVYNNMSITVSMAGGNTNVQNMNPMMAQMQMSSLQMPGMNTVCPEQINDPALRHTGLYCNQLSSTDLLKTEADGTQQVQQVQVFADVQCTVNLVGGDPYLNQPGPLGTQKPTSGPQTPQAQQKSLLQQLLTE
KKLEB tox – CF airway cell cytotoxicity counter-screen. activity change (cytotoxicity), % at 5 µM. AID 602141. KKLEB CF airway cells viability, ATPlite luminescence, overnight; active compounds read low; cells stimulated with P. aeruginosa culture filtrate. 360,000 tested, 0.36% active;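 active = corrected activity change at or below -50% at 5 µM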
COUP-TFII inh – inhibitors of human COUP-TFII (NR2F2); HEK293T NGFI-A luciferase reporter, luminescence; inhibition, % at 8.6 µM; 370,000 tested, 0.7% active; AID 686940;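 active = inhibition above a per-plate cutoff, mean inhibition of test wells between control levels plus 3 SD, cut at about 38% in these data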;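 also: cells cotransfected with COUP-TFII expression vector driving the NGFI-A reporter; 0% = median of COUP-TF2 test wells and 100% = reporter-only cells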
LMP1 NFkB inh – inhibitors of Epstein-Barr LMP1-induced NF-kappaB reporter. LMP1-induced NF-kappaB luciferase reporter cells, luminescence. 350,000 tested, 0.69% active. inhibition, % at 12.5 µM. AID 504558; in the data active = inhibition above about 41%;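 also: 0% = neutral control wells and 100% = reference inhibitor control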
An asterisk follows results filed as active; . = not tested or not shown. Compounds were not picked by outcome (roughly 4.2% active in at least one column).

canonical_smiles	NCOA3 inh	NR5A2 inv ag	C8 TRAIL sens	TROY NFkB inh	NCOA2 inhibitor	TWEAK-Fn14 inh	CF NFkB block	NCOA1 inh	KKLEB tox	COUP-TFII inh	LMP1 NFkB inh
Cc1cccc(C(=O)N[C@H](C(=O)NCc2cccs2)C(C)C)c1	-3	-14	-4	-7	-3	11	0	6	-14	-20	-9
COc1cccc(NC(=O)CNC(=O)N2CC(=O)Nc3ccccc32)c1	-19	-46	-4	-7	-32	-29	12	-39	12	-18	-4
N#CC(C#N)=c1ccc2c(c1)N1C(c3ccccc3)=CC(c3ccccc3)C3CCCCC31N=2 (centres undefined)	2	19	13	-5	8	10	20	18	-5	-7	4
CCOC(=O)c1c(C)[nH]c(C(=O)N2CCN(CC)CC2)c1C	4	23	0	-5	-25	8	-14	11	8	17	3
O=C(c1ccncc1)N1CCN(c2ccc3ccccc3n2)CC1	9	3	5	-10	6	-16	-9	1	4	7	9
[O-]/C(=C(\C(=S)NCCN1CCOCC1)[n+]1ccccc1)c1ccc(Cl)s1	4	2	-3	-13	21	7	8	-9	-4	9	-4
CC(Sc1nc(-c2ccccc2)nc2c1COC(C)(C)C2)C(=O)N1CCOCC1 (centres undefined)	-1	-12	-14	6	-16	7	-2	-1	10	6	7
Clc1ccc(-c2nc3ncccn3c2Nc2ccc3c(c2)OCCO3)cc1	-26	-19	9	-27	3	-8	-10	-1	1	-30	3
CN(CC(=O)Nc1cccc(S(=O)(=O)N2CCCC2)c1)CC(=O)Nc1ccc(F)c(F)c1F	-1	18	-12	4	8	-15	4	-2	-4	0	4
O=C(O)c1ccc(O)c(O)c1	19	-21	6	2	14	-6	-32	-4	3	-8	-4
O=C(O)CN1C(=O)C2C3CC(C2C1=O)C1C(c2ccccc2)c2sc(=O)[nH]c2SC31 (centres undefined)	-3	0	-9	0	-21	-3	11	-14	-7	-4	-6
c1ccc(SCc2nc(-c3cccnc3)no2)cc1	-84	-42	-1	-18	-31	7	-11	-74	3	-40	-11
O=C1Nc2ccc([N+](=O)[O-])cc2OC1CCN1CCN(c2ccccc2)CC1 (centres undefined)	10	0	5	15	-5	6	7	5	-16	-3	-8
CC1=CC(C)(C)N2C(=O)C3(NCCc4c3[nH]c3ccccc43)c3cc(C)cc1c32 (centres undefined)	9	8	12	-3	22	-85	15	9	-5	10	-2
Cc1cc(CNC(=O)COC(=O)c2ccc(Cl)c(N)c2)cc(C)c1O	4	-8	2	-4	12	-3	6	-11	11	-10	1
O=C(O)c1ccc(-c2ccc(/C=C3\NC(=O)N(Cc4ccc(Cl)cc4)C3=O)o2)cc1	3	-1	-21	-11	-9	10	-13	-42	3	1	3
COc1cccc(NC(=O)c2cc(-c3ccc(C)o3)nc3ccccc23)c1	-8	-2	6	4	-1	8	-27	-16	31	-8	-3
CCCCOC(=O)C1CN(c2ccccc2)N=C1C(C)=O (centres undefined)	19	4	1	-6	-10	-47	-6	-5	2	-2	-3
Cn1c(=O)[nH]c(=O)c2c1nc(CN1CCOCC1)n2CCc1ccccc1	21	2	-1	-8	-17	-7	7	1	-8	0	5
O=C(CN1CCOCC1)Nc1cccc(Br)c1	5	-6	7	2	7	14	8	-1	-10	0	11

Additional results.
canonical_smiles	NCOA3 inh	NR5A2 inv ag	C8 TRAIL sens	TROY NFkB inh	NCOA2 inhibitor	TWEAK-Fn14 inh	CF NFkB block	NCOA1 inh	KKLEB tox	COUP-TFII inh	LMP1 NFkB inh
COCCn1nnnc1C(C(C)C)N1CCSCC1 (centres undefined)	7	7	1	9	12	1	-6	1	4	12	-1
O=C(NCc1ccc(F)cc1)C1CCCN1C(=O)Nc1cccc(F)c1 (centres undefined)	9	22	4	8	7	7	0	13	5	11	12
CC(OC(=O)c1cc(=O)c2ccccc2o1)C(=O)Nc1ccc(N(C)C)cc1 (centres undefined)	-2	16	-4	-3	-12	-1	2	-3	0	-8	-16
CC(C)C(NC(=O)c1ccc(Cl)cc1Cl)C(=O)NCCc1ccccn1 (centres undefined)	11	19	6	-15	-12	-1	16	-5	-1	-9	-18
Cc1cc(C)n2nc(-c3cnn(C)c3C(F)(F)F)c(Cl)c2n1	1	5	-6	8	-64	-6	14	-1	-11	6	13
CCCNC(=O)C1(C)CCN(C(=O)C(c2ccccc2)c2ccccc2)C1 (centres undefined)	9	-24	0	5	-6	2	-13	6	8	9	.
Cn1c(N2CCOCC2)c(/C=N/OC(=O)c2cccnc2Cl)c2ccccc21	-18	29	-5	7	-10	11	17	-9	-12	13	-8
Cc1cccc(C(C(=O)NC2CCCC2)N(C(=O)c2csnn2)C2CC2)c1 (centres undefined)	14	14	16	-8	-4	-7	-8	5	-22	-3	0
CSc1ccc(CN(C)C(=O)C(c2ccccc2)c2ccccc2)cc1	7	21	-6	12	15	10	-7	-11	-13	-20	0
CCS(=O)(=O)N1Cc2ccccc2CC1C(=O)Nc1nc(C)cs1 (centres undefined)	-30	-50	5	42	-43	19	9	-45	-2	-47	-11
COc1ccc(-c2nc3cc(C)c(Br)c(C)n3c2Cc2ccc(C)cc2)cc1OC	-8	-43	-5	-7	-67	-13	-12	0	-5	-14	.
Cc1noc(NS(=O)(=O)c2ccc(NS(=O)(=O)c3ccc(Cl)cc3)cc2)c1C	6	7	0	5	-4	-3	5	-4	-1	-26	-1
O=C(NCC1COCCO1)c1cc(COc2ccc(F)cc2F)on1 (centres undefined)	-27	-2	12	-17	.	4	-16	2	11	.	4
C=CCSc1nc2ccccc2c(=O)n1C1CCOC(C)(C)C1 (centres undefined)	6	-6	-7	-7	9	-20	28	9	-22	16	-3
CCC(C)c1ccccc1NC(=O)Cc1coc2cc3c(cc12)CCC3 (centres undefined)	7	2	-2	4	3	25	7	8	11	-2	5
Cc1c(C)n(C(=O)CN2CCC(C)CC2)c2ccccc12	9	7	-5	-19	3	-9	3	-3	4	5	3
Cc1cc(C)nc(Nc2n[nH]c(-c3ccccc3N)n2)n1	-61	-111	40	4	-37	53*	-12	-80	-16	-33	17
COc1ccc(C2C3=C(CC(C)(C)CC3=O)Oc3ncn(Cc4ccco4)c(=N)c32)cc1 (centres undefined)	3	9	1	11	4	-9	22	-7	-12	1	1
CC(C)C(=O)N1CCN(S(=O)(=O)c2ccc3ccccc3c2)CC1	-22	10	12	-1	-3	35	6	5	6	-6	-1
CC(C)(C)c1ccc(S(=O)(=O)N2CCC(CO)(CC3CCCCO3)CC2)cc1 (centres undefined)	-28	8	7	-46	6	-39	25	-6	-5	14	4

Additional compounds
canonical_smiles	NCOA3 inh	NR5A2 inv ag	C8 TRAIL sens	TROY NFkB inh	NCOA2 inhibitor	TWEAK-Fn14 inh	CF NFkB block	NCOA1 inh	KKLEB tox	COUP-TFII inh	LMP1 NFkB inh
CC[C@]1(C(=O)OC)[C@H]2C(=O)N(Cc3ccccc3)C(=O)[C@H]2[C@H]2CN=C(SCc3ccc(C)cc3)N21	5	-4	6	-6	-45	9	-2	-8	7	5	-5
CC(C)(C)OC(=O)[C@H](Cc1ccccc1)NC(=O)c1nc[nH]c1C(=O)NC1CCNCC1	5	-15	3	1	2	6	-2	-9	-2	8	-10
CCN(CC)CCN(CC(=O)N(C1CCCCC1)C1CCCCC1)C(=O)c1cccnc1	16	-1	-2	5	11	-22	-4	-6	-2	0	2
N#Cc1cccc(NC(=O)CSc2cccc[n+]2[O-])c1	-7	3	-23	-3	-3	30	13	-2	-6	2	4
O=C(O)c1cc(N/N=C/c2ccc(N3CCOCC3)s2)ccc1Cl	-28	-26	1	-39	-45	-27	-1	-36	6	6	4
O=C(CSc1ccc(-c2ccc(F)cc2)nn1)N1CCOCC1	-8	-22	4	-13	-47	-1	7	-20	8	0	-7
N#CC1(c2ccc(NC(=O)c3ccccc3F)cc2)CCCC1	-54	-68	44	-45	-75	-8	-1	-97	4	-53	-69
CCCCn1c(CNC(=O)C23CC4CC(CC(C4)C2)C3)nnc1SC(C)CC (centres undefined)	19	15	0	0	6	9	3	-9	-11	6	-4
Cc1[nH]nc2nc(SCC(=O)NCCC3=CCCCC3)n(-c3ccc(Br)cc3)c(=N)c12	6	-2	80*	18	-9	-7	63*	3	-34	-11	-9
CCOc1ccc(C2C(C#N)=C(N)N3C(=C2C#N)Sc2ccccc23)cc1 (centres undefined)	19	2	-9	17	.	6	-10	-6	-7	.	-55
COc1ccccc1CNCC(=O)Nc1ccc(C(F)(F)F)cc1	12	-2	1	-7	2	-32	-1	-10	-11	-5	1
Cc1ccc(NC(=O)CCC(=O)NNC(=O)c2cccs2)c(C)c1	13	-6	-3	-13	1	10	8	5	-17	-4	-9
CC1CC2CCCC(O)=C2C(=O)O1 (centres undefined)	18	-22	7	-3	-7	30	1	-5	1	5	-5
CCN(CC(=O)Nc1ccc(NC(C)=O)cc1)C(=O)CCCOc1ccc(C(C)(C)C)cc1	11	-13	9	-4	-20	0	-3	9	0	11	11
CCOc1ccc(N(C)S(=O)(=O)c2csc(C(N)=O)c2)cc1	0	-4	-11	-2	11	42	3	9	2	21	-1
CCCC1NC(=O)c2cc3ccccc3cc2-n2c1nc1cc(Cl)ccc1c2=O (centres undefined)	12	-16	18	9	-24	0	-3	-11	3	5	-2
CCOCC(=O)Nc1cc(C(F)(F)F)ccc1Oc1cccc(Br)c1	16	20	-1	1	-8	42	14	2	-7	5	4
O=C(CN1CCC(O)(c2cccc(F)c2)CC1)NCCc1c[nH]c2ccccc12	18	16	-5	-3	21	9	1	3	1	-15	5
Cc1ccccc1NC(=O)CSc1ccc(-c2ccc(-n3cccn3)cc2)nn1	7	0	35	6	-31	-47	18	9	1	6	-6
COc1cccc(CN2CCCCC2C(=O)O)c1 (centres undefined)	6	-1	3	19	-5	6	10	-13	-7	-28	-9

Continuation:
canonical_smiles	NCOA3 inh	NR5A2 inv ag	C8 TRAIL sens	TROY NFkB inh	NCOA2 inhibitor	TWEAK-Fn14 inh	CF NFkB block	NCOA1 inh	KKLEB tox	COUP-TFII inh	LMP1 NFkB inh
COc1ccccc1NNC(=O)C(O)(c1ccccc1)c1ccccc1	-5	-1	8	-11	2	6	10	12	-1	3	3
NC(=O)Nc1ccc(C(=O)OCC(=O)Nc2cccc(S(=O)(=O)NC3=NCCC3)c2)cc1	-7	31	-4	-10	-9	-11	5	-9	-13	-4	3
CC(C)N(Cc1nc(-c2ccc(Cl)cc2)no1)C(=O)C12CC3CC(CC(C3)C1)C2	1	-16	4	2	15	15	12	-20	-7	24	4
COc1ccc(CCNC(=O)COc2cc(C)cc3oc(=O)cc(C)c23)cc1	17	-4	7	-3	-6	-8	-14	9	-8	19	2
CN(CCO)S(=O)(=O)c1ccc2c(c1)C(=NNC(N)=O)c1cc(S(=O)(=O)N(C)CCO)ccc1-2	3	-11	-6	-14	-20	-2	-4	0	5	-2	-4
O=C(CN1C(=O)NC(Cc2ccccc2)C1=O)Nc1ccc(OC(F)F)cc1 (centres undefined)	10	5	-12	-5	17	11	-8	2	0	1	1

Copied from the list.
Under LMP1 NFkB inh, NC(=O)Nc1ccc(C(=O)OCC(=O)Nc2cccc(S(=O)(=O)NC3=NCCC3)c2)cc1 has 3
Under NCOA2 inhibitor, O=C(CN1C(=O)NC(Cc2ccccc2)C1=O)Nc1ccc(OC(F)F)cc1 (centres undefined) has 17
